# Screens: PubChem, several laboratories
# P. falciparum M17LAP: P. falciparum M17LAP inhibitors, primary screen, biochemical, fluorogenic H-Leu-NHMec substrate, 1536-well (AID 1619) | recombinant M17LAP, H-Leu-NHMec fluorogenic kinetic assay; higher % means a stronger effect | inhibition, % at 30 µM, or IC50 in µM where a hit was titrated | actives 0.38% (n = 220,000);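 active = compound inhibiting the enzyme by more than half at any dose during confirmatory dose-response retesting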;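 note: plate controls were full reaction with DMSO carrier for no effect and no enzyme background for full effect; strong numbers were not always called active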
# LYP inhibition: inhibitors of LYP phosphatase, biochemical, fluorescence intensity, uHTS (AID 1779); recombinant LYP phosphatase, fluorescence intensity; higher % means a stronger effect; actives 0.054% (n = 290,000); one-dose inhibition, % at 11.5 µM; IC50 in µM for titrated hits;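 note: plate controls were vehicle with enzyme for no effect and no enzyme for full effect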
# NOD2 inhibition: inhibition of NOD2-driven NF-kB reporter – cell-based, luminescence, uHTS, HEK293 (AID 1566). HEK293 NOD2/NF-kB luciferase reporter, luminescence; higher % means a stronger effect. one-dose inhibition, % at 4 µM; EC50 in µM for titrated hits. actives 0.63% (n = 290,000); note: many of its hits are not listed in these tables
# AID2073: inhibitors of Mint1-CaV2.2 protein interaction, biochemical, HTRF (AID 2073) | HTRF protein-protein interaction, Mint1-CaV2.2; higher % means a stronger effect | inhibition, % at 20 µM, or IC50 in µM where a hit was titrated | actives 0.19% (n = 290,000); in the data active = inhibition mostly above about 51%, no sharp cut-off; note: some results filed as inactive read as strong as hits
# Siah-1 displacement: blockers of Siah-1 interaction with plectin peptide – biochemical, fluorescence polarization, rhodamine-plectin, uHTS, primary screen (AID 1817); actives 0.02% (n = 290,000); displacement, % at 20 µM, or IC50 in µM where a hit was titrated; Siah-1 / rhodamine-plectin peptide fluorescence polarization; higher % means a stronger effect;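 active = displacement of at least 50% at 20 µM, with a fluorescence ratio check between 0.3 and a set limit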;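 note: plate controls were Siah plus tracer with DMSO for no effect and tracer alone without Siah for full effect; strong numbers were not always called active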
# P. falciparum M1AAP: P. falciparum M1AAP inhibitors, biochemical, fluorogenic H-Leu-NHMec substrate, 1536-well (AID 1445); recombinant M1AAP, H-Leu-NHMec fluorogenic kinetic assay; higher % means a stronger effect; inhibition, % at 30 µM; hits with a dose series show IC50 in µM; actives 0.42% (n = 220,000);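 active = primary inhibition above the hit cutoff, then over 50% inhibition at one or more dose response concentrations, cut at about 23% in these data, passing the limit was not always enough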;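 note: plate controls were DMSO full reaction for no effect and no enzyme background for full effect; strong numbers were not always called active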
# XIAP displacement: small molecules displacing peptide from XIAP – biochemical, IAP family, fluorescence polarization (AID 1018); XIAP BIR domain, fluorescence polarization peptide displacement; higher % means a stronger effect; actives 0.007% (n = 200,000); displacement, % at 20 µM; hits with a dose series show IC50 in µM; in the data active = displacement above about 50%; note: a part of the inactive calls stands beside numbers as strong as those of hits
# ER stress rescue: protection against thapsigargin-triggered cell killing – 384-well, CSM14.1, ATP luminescence, primary screen (AID 1222); CSM14.1 thapsigargin-induced death rescue, ATP luminescence; higher % means a stronger effect; cellular ATP content (survival), % at 20 µM; hits with a dose series show EC50 in µM; 190,000 tested, under 10 active;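 active = EC50 below 50 µM in the dose-response confirmation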;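 note: death triggered by thapsigargin at about 15 µM added after 2 h compound pretreatment; cell ATP read after overnight thapsigargin exposure of roughly 18 to 22 hours; normalized against plate controls of thapsigargin alone and 5% DMSO vehicle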
# Hep lipid drop: modulators of hepatic lipid droplet formation | inhibition, % at 6.5 µM | actives 0.4% (n = 240,000) | AML12 mouse hepatocytes, oleate lipid droplets, BODIPY imaging;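 active = lipid droplet intensity inhibited by at least 50%, with more than 500 cells counted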
#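 System: AML12 hepatocytes (mouse). Probe or stimulus: oleic acid at 100 µM to induce lipid droplet formation. Times: overnight treatment with compound plus oleate. Detection: Image-based BODIPY and DAPI two-channel analysis. Evaluation: percent inhibition of filter-corrected integrated lipid droplet intensity per well.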
# Hep lipid drop cells 6.5 µM: also measured in Hep lipid drop; calls as there; cell count; measured here: cell count, cytotoxicity flag;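 cells counted across two imaged fields per well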
# Starred values were filed as active, the others as inactive; . = no result given. Cut-off read from the data, not from the text of the source, unless noted: active = inhibition above about 50%; inactive = the rest.
SMILES,P. falciparum M17LAP,LYP inhibition,NOD2 inhibition,AID2073,Siah-1 displacement,P. falciparum M1AAP,XIAP displacement,ER stress rescue,Hep lipid drop,Hep lipid drop cells 6.5 µM
O=C(Oc1ccc(NC2=C(Cl)C(=O)c3ccccc3C2=O)cc1)c1ccc([N+](=O)[O-])cc1,-4.0%,-3.0%,-4.8%,22.4%,-5.2%,1.5%,-5.1%,-0.8%,-6.9,686
c1csc(CNc2nc3ccccc3n2CCN2CCOCC2)c1,4.3%,-9.7%,-2.2%,-2.3%,2.0%,1.1%,-1.2%,-0.4%,-2.0,837
COc1ccc(NC(=O)CS(=O)(=O)Cc2ccccc2)c([N+](=O)[O-])c1,.,-4.0%,12.2%,5.8%,-4.4%,.,.,.,-4.4,831
CC(=O)c1ccc(S(=O)(=O)Nc2ccc(-c3cn4c(n3)SCC4)cc2)cc1,24.9%,0.9%,-6.4%,44.1%,-2.3%,21.3%,-8.4%,1.1%,1.4,694
CC(=O)N1SC(N)=NC1c1ccccc1 (stereo not drawn),5.7%,-1.6%,5.4%,1.8%,-1.9%,-1.4%,-8.6%,1.0%,.,.
O/N=C(\COc1ccccc1O)c1ccccc1,-2.8%,-4.5%,-7.4%,-10.1%,-1.4%,-0.3%,0.6%,1.5%,.,.
COC(=O)CCCCCCCCCCN1CCCCC1,-6.3%,-6.8%,13.5%,-7.1%,-0.1%,1.8%,-9.5%,3.0%,-11.4,631
CC(=O)c1cccc(OCc2cc(C(=O)N(C)CCc3ccccn3)no2)c1,.,-9.0%,8.3%,7.7%,4.4%,.,.,.,13.3,884
Clc1ccc(N2CCN(c3ncnc4c3oc3ccccc34)CC2)cc1,.,-14.5%,22.3%,26.1%,-1.7%,.,-9.8%,0.0%,.,.
C/C(=N\NC(N)=O)c1c(F)cccc1F,1.9%,-5.1%,12.7%,30.7%,-0.2%,6.2%,.,.,9.8,741
Cc1c(N2C(=O)CS/C2=N\N=C\c2ccc(Cl)cc2)c(=O)n(-c2ccccc2)n1C,7.3%,-5.1%,5.6%,-7.5%,0.4%,4.3%,1.1%,-1.8%,.,.
O=[N+]([O-])c1ccc(-c2nc(Nc3ccc(O)cc3)c3ccccc3n2)cc1,.,-4.0%,21.5%,3.0%,-2.6%,.,.,.,-16.6,775
Cc1ccc(C(=O)NN(CCC#N)C2=NS(=O)(=O)c3ccccc32)cc1,3.9%,-7.1%,8.8%,6.2%,1.9%,1.7%,-6.4%,0.2%,10.9,674
COc1ccccc1N(C)S(=O)(=O)c1ccc(C(=O)OCC(=O)N(C)c2ccccc2)cc1,-2.6%,1.6%,2.5%,-14.0%,1.3%,-2.2%,-6.9%,-3.2%,15.9,695
Cc1nc(SCC(=O)c2ccccc2)n[nH]1,13.7%,-0.2%,5.4%,4.7%,-0.3%,1.2%,-3.8%,0.0%,.,.
Cc1ccc2c(c1)C(=O)C(=O)N2CCOc1ccccc1,20.9%,-5.6%,-20.4%,-2.1%,2.1%,-0.2%,0.9%,-1.6%,-58.4,332
CCCn1c(SCC(=O)N2CCCC(C)C2)nnc1-c1cccnc1 (stereo not drawn),6.8%,-8.8%,9.7%,-9.9%,-3.0%,-1.6%,-5.0%,-1.3%,-8.9,668
O=C(COC(=O)c1ccccn1)c1ccc(Br)cc1,-16.9%,-6.7%,8.5%,6.5%,8.1%,-8.8%,-1.0%,-0.2%,.,.
CCOc1ccc2[nH]c3c(N4CCN(C(=O)c5ccco5)CC4)ncnc3c2c1,0.8%,-1.0%,17.2%,25.5%,0.7%,6.7%,.,.,11.3,616
Cc1ccc(S(=O)(=O)c2nnn3c2nc(NCCCN2CCCC2=O)c2ccccc23)cc1C,.,-6.4%,3.7%,5.5%,5.8%,.,.,.,-28.5,704
CC(=O)Nc1cc(Br)ccc1O,-2.1%,-7.9%,-4.4%,-6.1%,3.5%,0.8%,-9.1%,-1.1%,-6.8,703
O=c1cc(CN2CCN(Cc3ccccc3)CC2)c2cc(O)ccc2o1,.,-12.6%,-2.0%,12.1%,-2.1%,.,.,.,2.8,795
CCOc1ccc(CNc2ncc(-c3ccccc3)n2C)cc1,.,-12.0%,3.9%,-3.3%,5.3%,.,.,.,-8.9,805
CC(C)CCNc1nc(-c2ccco2)c2c(c1C#N)CCCC2,6.1%,-1.3%,14.1%,13.8%,2.3%,3.8%,1.2%,-2.0%,1.0,771
O=c1c(Cl)c(Cl)cnn1Cc1ccccc1Cl,-3.1%,-0.1%,-17.5%,4.8%,2.7%,3.9%,1.3%,-3.3%,-2.0,552
CCCCCC(=O)Nc1ccc(Cl)cn1,-1.0%,-0.6%,-50.0%,6.9%,-4.3%,-1.0%,-5.2%,-2.1%,.,.
Cc1ccc(NC(=O)c2cc(N3C(=O)C4CCCCC4C3=O)ccc2N2CCOCC2)cc1 (stereo not drawn),.,0.9%,22.6%,10.2%,-0.1%,.,-7.0%,-0.2%,-6.5,673
COc1ccsc1C(=O)Nc1ccc(F)cc1F,1.1%,-6.2%,-1.0%,0.6%,7.6%,4.9%,-4.5%,1.6%,4.7,674
CC(=O)c1c(N2CCN(C)CC2)[nH]c(-c2ccccc2)nc1=S,9.8%,-1.6%,3.4%,-51.5%,-1.9%,0.5%,-23.5%,1.0%,.,.
O=C(O)CC/C(=N/Nc1ccc([N+](=O)[O-])cc1)C(=O)O,8.6%,-3.6%,-60.6%,-4.1%,-1.4%,0.8%,.,.,-10.0,729
CN1CCN(C(=O)c2ccccc2NC(=O)c2sc3ccccc3c2Cl)CC1,.,-4.6%,11.9%,3.5%,1.9%,.,.,.,-12.1,842
O=C(O)CCCCCNS(=O)(=O)/C=C/c1ccccc1,6.5%,-6.0%,15.6%,9.0%,9.0%,-2.1%,-3.0%,-1.0%,3.6,688
CCN(CC)S(=O)(=O)c1cc([N+](=O)[O-])ccc1N=Nc1c(O)n(C)c2ccccc12,-3.7%,-9.1%,-0.8%,-4.1%,10.4%,13.1%,1.6%,0.0%,-16.8,608
Cn1c(C(=O)N[C@@H](Cc2ccccc2)C(=O)O)cc2cc(F)ccc21,.,-4.8%,0.5%,14.7%,1.2%,.,.,.,5.9,838
Cc1cc(C)cc(NC(=O)Nn2cnnc2)c1,.,-4.1%,7.7%,-0.6%,0.1%,.,.,.,-2.0,804
CCOC(=O)c1c(NC(=O)CN2C(=O)NC(C)(c3ccccc3)C2=O)sc(C)c1C (stereo not drawn),10.2%,5.3%,-3.9%,1.4%,1.3%,3.1%,-3.6%,1.7%,-11.0,684
CN(C(=O)C1CCN(S(=O)(=O)c2cccc3nonc23)CC1)C1CCCCC1,.,-7.0%,30.5%,5.2%,-4.0%,.,.,.,-0.4,725
Nc1nonc1-n1nnc(C(=O)N/N=C/c2ccncc2)c1CSc1ccc(Cl)cc1,.,-11.0%,37.5%,-2.3%,1.0%,.,.,.,-2.8,701
CC(NS(=O)(=O)c1ccc2c(c1)CC(=O)N2C)c1ccccc1 (stereo not drawn),.,-10.0%,7.9%,-0.1%,-5.0%,.,.,.,-6.9,653
O=C(CN1CCN(Cc2ccccc2F)CC1)Nc1ccccc1Cl,.,-3.2%,5.1%,49.6%,0.2%,.,.,.,3.0,822
O=C(CN1CCN(c2ccc(F)cc2)CC1)Nc1ccccc1Br,.,-4.4%,20.3%,-0.3%,3.0%,.,.,.,.,.
COCC(=O)N=Nc1c(O)[nH]c2ccccc12,-4.8%,-3.1%,1.8%,6.3%,-7.9%,7.8%,-5.2%,-1.1%,-2.4,515
O=C(O)c1cc(NS(=O)(=O)c2ccc(NCc3ccccc3)c([N+](=O)[O-])c2)cc(C(=O)O)c1,.,-4.0%,-8.0%,28.4%,0.4%,.,.,.,.,.
NS(=O)(=O)c1ccc(Nc2nc(-c3cccnc3)cs2)cc1,.,-9.5%,8.1%,-6.5%,12.1%,.,.,.,-0.8,827
Nn1c(SCc2cccc(Oc3ccccc3)c2)nnc1C(F)(F)F,0.6%,-3.2%,-12.7%,-5.2%,5.2%,-0.8%,-2.8%,-2.8%,-12.3,761
CCCCn1c(SCC(=O)NC(C)(C)C)nnc1-c1ccco1,3.7%,-5.6%,4.7%,1.4%,-3.0%,8.6%,-1.9%,0.4%,.,.
O=C(NN1C(=O)C2C3c4ccccc4C(c4ccccc43)C2C1=O)C1CC1 (stereo not drawn),1.5%,-5.4%,10.5%,5.1%,3.3%,-1.4%,-4.3%,-0.6%,-4.1,673
CC(C)CCN1CCN(Cc2cnc(N3CCCC3)s2)CC1CCO (stereo not drawn),-4.6%,1.4%,14.9%,-1.0%,0.8%,1.0%,-4.0%,1.4%,-4.8,707
CC1CCCC(C)N1CCCNC(=O)Cn1ncc2c3ccccc3n(C)c2c1=O (stereo not drawn),.,-7.3%,-3.7%,4.8%,-2.4%,.,.,.,-17.3,656
O=C(Nc1ccc2c(c1)OCO2)c1cnccn1,0.9%,-4.7%,-33.1%,-13.7%,-0.5%,9.2%,-2.8%,-2.2%,7.1,751
O=C(c1ccc(S(=O)(=O)N2CCCCCC2)cc1)N1CCN(c2ccccc2F)CC1,.,-3.5%,-1.2%,-10.9%,4.7%,.,.,.,-6.5,664
CC(N)=Nc1ccc([N+](=O)[O-])cc1,16.4%,-2.2%,7.0%,1.6%,4.4%,11.4%,-17.8%,1.5%,10.6,698
COc1ccc(-n2cnc(N)c2C(=O)c2cccc([N+](=O)[O-])c2)cc1,-4.2%,1.7%,15.0%,4.2%,-1.1%,6.0%,-16.3%,-1.8%,2.7,605
COc1cc(OC)c(C(=O)OCCCOC(=O)c2cc(OC)c(OC)cc2OC)cc1OC,.,-3.4%,9.9%,2.6%,-0.3%,.,.,.,10.2,659

# Nothing new here: 2 of the compounds above.
SMILES,P. falciparum M17LAP,LYP inhibition,NOD2 inhibition,AID2073,Siah-1 displacement,P. falciparum M1AAP,XIAP displacement,ER stress rescue,Hep lipid drop,Hep lipid drop cells 6.5 µM
O=C(CN1CCN(c2ccc(F)cc2)CC1)Nc1ccccc1Br,.,-4.4%,20.3%,-0.3%,3.0%,.,.,.,.,.
COCC(=O)N=Nc1c(O)[nH]c2ccccc12,-4.8%,-3.1%,1.8%,6.3%,-7.9%,7.8%,-5.2%,-1.1%,-2.4,515

# Three structures out of the list, arranged by heavy-atom count, low to high:
SMILES,P. falciparum M17LAP,LYP inhibition,NOD2 inhibition,AID2073,Siah-1 displacement,P. falciparum M1AAP,XIAP displacement,ER stress rescue,Hep lipid drop,Hep lipid drop cells 6.5 µM
CC(N)=Nc1ccc([N+](=O)[O-])cc1,16.4%,-2.2%,7.0%,1.6%,4.4%,11.4%,-17.8%,1.5%,10.6,698
CCCCn1c(SCC(=O)NC(C)(C)C)nnc1-c1ccco1,3.7%,-5.6%,4.7%,1.4%,-3.0%,8.6%,-1.9%,0.4%,.,.
O=C(NN1C(=O)C2C3c4ccccc4C(c4ccccc43)C2C1=O)C1CC1 (stereo not drawn),1.5%,-5.4%,10.5%,5.1%,3.3%,-1.4%,-4.3%,-0.6%,-4.1,673

# This is a subset. The share of hits here may be higher or lower than overall.
